# Hep lipid drop: hepatic lipid droplet formation modulation; inhibition, % at 6.5 µM; AID 1656; AML12 mouse hepatocytes, oleate lipid droplets, BODIPY imaging; 240,000 tested, 0.4% active;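 active = lipid droplet intensity inhibited by at least 50%, with more than 500 cells counted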
#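 Test system: AML12 mouse liver cells; schedule: overnight exposure; technique: high-content imaging of BODIPY-stained droplets and DAPI nuclei; read-out: % inhibition of corrected integrated BODIPY droplet signal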
# Dynein transport: dynein cargo transport inhibition. 220,000 tested, 0.47% active. AID 1381. 3617.4 mouse cells, GR-EGFP nuclear translocation imaging; test concentration mostly 20 µM; stimulated with dexamethasone, 1 µM; active compounds read low. z-score, hits read low;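 active = plate z-score of nuclear minus cytoplasmic receptor signal below a set negative limit, without overly bright fluorescence or cell loss, cut at about -3.5 in these data, passing the limit was not always enough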;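 also: z-score of nuclear minus cytoplasmic ring GR-EGFP intensity difference per well; some compounds called inactive have numbers as strong as hits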
#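 medium = tetracycline-free induction medium containing charcoal-stripped FBS | also added = 1.0 µM final dexamethasone stimulus | schedule = 48 h induction, 1 h compound, 30 min dex at 37 °C | technique = fixed, Hoechst-stained cells imaged at 10x for EGFP | measure = GR-EGFP nuclear translocation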
# WT yeast gro inh: growth inhibition of WT yeast, mitochondrial fusion screen; AID 1362; mitochondrial fusion phenotypic screen, WT strain; 190,000 tested, 2.1% active; inhibition, % at 10 µM; in the data active = inhibition above about 58%; tested in S. cerevisiae
# NOD2 inhibition: NOD2 signaling inhibitors, cell-based, luminescence, uHTS, HEK293 (AID 1566) | HEK293 NOD2/NF-kB luciferase reporter, luminescence; higher % means a stronger effect | inhibition, % at 4 µM, or EC50 in µM where a hit was titrated | 290,000 tested, 0.63% active; in the data active = inhibition above about 50%; also: many of its hits are not listed in these tables
# Insulin prom up: MIN6 insulin promoter up-regulation; z-score at 5 µM; MIN6 insulin promoter-GFP reporter, high-content imaging; active compounds read high; AID 1625; 190,000 tested, 0.3% active;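 active = z-score above 3 at 5 µM with at least 500 cells counted in the well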
# Autophagy HCS: autophagy modulation, high-content screen | AID 463193 | calls only at 10 µM (by protocol) | 190,000 tested, 0.98% active | MEF GFP-LC3 puncta imaging; test concentration mostly 10 µM;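 active = percentage of spot-positive cells more than 3 SD above its plate mean, without a fluorescence outlier flag or 80% toxicity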;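 also: spot-positive cell cutoff set from DMSO-treated cells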
# MT stabilize HCS: microtubule stabilizers in HeLa cells; % tubulin-high responders, % at 10 µM; HeLa tubulin immunostaining HCS, 24 h; share of cells brighter than vehicle mean+2SD; 200,000 tested, 0.83% active;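 active = plate Z-score above 3 for both tubulin-high and condensed-nucleus cell shares, with cell loss under 80%, at 10 µM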;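 also: anti alpha tubulin signal scored within the nucleus-defined area of each cell; some results filed as inactive read as strong as hits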
# bCat nuc transl: alters nuclear translocation of beta-catenin in HeLa cells; immunofluorescence imaging; 190,000 tested, 0.3% active; nuclear translocation activity, % at 5 µM;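 active = nuclear translocation activity above 50% at 5 µM, with a well cell count of 50 or more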;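 also: per-cell ratio of nuclear to cytoplasmic median beta-catenin stain intensity; plate controls were DMSO negative control for no effect and GSK-3 inhibitor IX positive control for full effect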
#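 Test system: human HeLa cell line; Doses: 5 µM primary, 0.02–20 µM confirmation; Incubation: 24 h compound exposure, 37°C; Detection: beta-catenin immunofluorescence imaging with DAPI; Read-out: beta-catenin nuclear/cytoplasmic ratio, % activation.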
# Yfh1-off respiration: mitochondrial function rescue without frataxin homolog – Friedreich's ataxia, plus single-dose screen, dose response (AID 1465). S. cerevisiae Yfh1-off respiration, WST-1 reduction, 72 h; higher fold induction means a stronger effect. one-dose fold induction at 50 µM; EC50 in µM for titrated hits. 220,000 tested, 0.074% active;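 active = fold induction of absorbance versus untreated yeast above a set limit, then at least 30% activation at any dose in follow-up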;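 also: activators that raise dye reduction in frataxin-depleted yeast; strong numbers were not always called active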
# WT yeast gro inh mutant strain: recorded beside WT yeast gro inh, whose call it bears; inhibition, %; mitochondrial fusion phenotypic screen, mutant strain inhibition
# Dynein transport cytoplasmic EGFP: second read-out of Dynein transport, no call of its own (marks repeat the call); z-score; measured here: cytoplasmic GR-EGFP intensity; active compounds read high
# Dynein transport nuclear GR-EGFP: second read-out of Dynein transport, no call of its own (marks repeat the call); z-score; measured here: nuclear GR-EGFP intensity;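 lower value marks the stronger effect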
# Dynein transport cell count: second read-out of Dynein transport, no call of its own (marks repeat the call); z-score; measured here: cell count per field
# Insulin prom up cell count: also measured in Insulin prom up; calls as there; cell count; measured here: cytotoxicity, nuclei count;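 total cells summed across four imaged fields per well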
# Hep lipid drop cells 6.5 µM: also measured in Hep lipid drop; calls as there; cell count; measured here: cell count, cytotoxicity flag;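 cells counted across two imaged fields per well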
# bCat nuc transl cell count 5 µM: second read-out of bCat nuc transl, no call of its own (marks repeat the call); cell count; measured here: cell count, cytotoxicity flag
# MT stabilize HCS Hoechst-high %: recorded beside MT stabilize HCS, whose call it bears; % Hoechst-high responders; measured here: nuclear condensation Hoechst responders;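 share of cells brighter than vehicle mean plus two SD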
# MT stabilize HCS cytotoxicity %: second read-out of MT stabilize HCS, no call of its own (marks repeat the call); toxicity, %; measured here: cytotoxicity by cell density;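 0% = mean cell density of plate MIN control wells and 100% = no cells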
# Autophagy HCS cell loss 18 h: further read-out of Autophagy HCS, marked with its call; toxicity, %; measured here: cell loss, nuclei count;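 cell loss after 18 h compound exposure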
# Numbers without * were called inactive; i = inactive; nt = no result given.
1: CN(C)C(=O)COC(=O)c1ccc(S(=O)(=O)NCc2ccco2)cc1
2: O=C1N/C(=C/c2ccc(N3CCOCC3)o2)C(=O)N1c1ccccc1
3: CC(=O)Nc1ccc(OCc2cccc([N+](=O)[O-])c2)cc1
4: CC1CN(C(=O)C2CCCC2)C(C)CN1C(=O)C1CCCC1 (stereo not drawn)
5: C/C(CC(=O)Nc1cccc(Cl)c1C)=N\NC(=O)Cc1csc(N)n1
6: O=C(c1cc(-c2ccccc2)n[nH]1)N1CCc2c([nH]c3ccccc23)C1c1ccccn1 (stereo not drawn)

compound no. | 1 | 2 | 3 | 4 | 5 | 6
Hep lipid drop | -2 | 6 | -7 | -14 | 27 | 28
Hep lipid drop cells 6.5 µM | 680 | 670 | 673 | 712 | 725 | 711
Dynein transport | -0.32 | -6.2* | -0.49 | 0.035 | -0.17 | -0.094
Dynein transport cytoplasmic EGFP | -0.28 | 0.83* | -0.19 | -0.22 | -0.35 | -0.18
Dynein transport nuclear GR-EGFP | -0.14 | -1.9* | -0.17 | 0.094 | -0.059 | 0.27
Dynein transport cell count | 0.68 | 1.2* | 0.57 | 0.0079 | 0.43 | 0.69
WT yeast gro inh | nt | 6 | 5 | -3 | -14 | 71
WT yeast gro inh mutant strain | nt | 15 | -2 | 8 | 3 | 74
NOD2 inhibition | 4% | -36% | -25% | 3% | 16% | 20%
Insulin prom up | 0.35 | 0.51 | 0.14 | -0.28 | -0.02 | nt
Insulin prom up cell count | 1492 | 1280 | 1568 | 1505 | 1442 | nt
Autophagy HCS | nt | i | i | i | i | i
Autophagy HCS cell loss 18 h | nt | 1 | 19 | -5 | 34 | 29
MT stabilize HCS | nt | 2.1 | 6.1 | 2.3 | 9.2 | 1.4
MT stabilize HCS Hoechst-high % | nt | 3.3 | 1.4 | 1.5 | 1.0 | 2.1
MT stabilize HCS cytotoxicity % | nt | 0.8 | 9.2 | 8.8 | 3.0 | 7.4
bCat nuc transl | -2.0 | -0.5 | -0.1 | nt | -1.2 | -1.7
bCat nuc transl cell count 5 µM | 1183 | 984 | 989 | nt | 1083 | 849
Yfh1-off respiration | i | i | i | i | i | i

7: Cc1ccccc1NC(=O)Cc1cn(C)c2ccccc12
8: CCC1(C)Cc2ccccc2C(=S)N1 (stereo not drawn)
9: Cc1ccc(S(=O)(=O)NC2=NCN(C3CCN(Cc4ccccc4)CC3)CN2)cc1
10: CCOC(=O)c1sc(C)c2c1NC1(CCCCCC1)NC2=O
11: Cc1nc(C)c(/C(O)=C\c2nc3ccc([N+](=O)[O-])cc3oc2=O)o1
12: CCOC(=O)c1ccc(Oc2c(C)oc3cc(OS(C)(=O)=O)ccc3c2=O)cc1

compound no. | 7 | 8 | 9 | 10 | 11 | 12
Hep lipid drop | 8 | 2 | nt | nt | -1 | 5
Hep lipid drop cells 6.5 µM | 786 | 707 | nt | nt | 676 | 679
Dynein transport | -0.44 | 0.33 | -0.5 | 0.6 | -0.26 | 1.9
Dynein transport cytoplasmic EGFP | -0.2 | -0.067 | -0.22 | -0.18 | -0.8 | -0.19
Dynein transport nuclear GR-EGFP | 0.38 | 0.063 | -0.19 | 0.59 | -0.42 | 1.8
Dynein transport cell count | 0.75 | -0.39 | -0.37 | -0.46 | 0.026 | -2.5
WT yeast gro inh | -12 | 10 | 3 | 18 | nt | -12
WT yeast gro inh mutant strain | -2 | 4 | 14 | -7 | nt | -24
NOD2 inhibition | -11% | 12% | -1% | 4% | -4% | 10%
Insulin prom up | -0.71 | -2.4 | -0.43 | 0.37 | 1.1 | nt
Insulin prom up cell count | 905 | 1502 | 1266 | 1741 | 937 | nt
Autophagy HCS | i | i | i | i | nt | i
Autophagy HCS cell loss 18 h | -6 | 12 | 6 | 0 | nt | 11
MT stabilize HCS | 1.3 | 2.2 | 3.2 | 3.4 | nt | 5.1
MT stabilize HCS Hoechst-high % | 0.8 | 2.2 | 2.2 | 1.5 | nt | 3.5
MT stabilize HCS cytotoxicity % | 6.4 | 5.0 | 11 | 8.4 | nt | 9.2
bCat nuc transl | -1.5 | 0.8 | -3.5 | -1.8 | 0.4 | 0.7
bCat nuc transl cell count 5 µM | 1204 | 1499 | 976 | 1420 | 1328 | 910
Yfh1-off respiration | i | i | i | i | i | i

# (continued)
entry | canonical_smiles | Hep lipid drop | Hep lipid drop cells 6.5 µM | Dynein transport | Dynein transport cytoplasmic EGFP | Dynein transport nuclear GR-EGFP | Dynein transport cell count | WT yeast gro inh | WT yeast gro inh mutant strain | NOD2 inhibition | Insulin prom up | Insulin prom up cell count | Autophagy HCS | Autophagy HCS cell loss 18 h | MT stabilize HCS | MT stabilize HCS Hoechst-high % | MT stabilize HCS cytotoxicity % | bCat nuc transl | bCat nuc transl cell count 5 µM | Yfh1-off respiration
13 | CC1CN(Cc2nc3c(c(=O)n(C)c(=O)n3C)n2CC(O)CO)CC(C)O1 (stereo not drawn) | nt | nt | -0.85 | -0.17 | -0.27 | 0.99 | -2 | -8 | -7% | 0.56 | 1257 | i | 5 | 4.2 | 3.3 | 4.3 | -1.6 | 1145 | i
14 | Cn1c(=O)n(C)c2cc(S(=O)(=O)NCc3ccccc3)ccc21 | nt | nt | -1.2 | -0.25 | -0.3 | 1.4 | -4 | -4 | 15% | -1.4 | 832 | i | 9 | 1.8 | 1.7 | 5.6 | -7.3 | 967 | i
15 | COc1ccc2nc(COC(=O)c3ccco3)c(C(C)=O)[n+]([O-])c2c1 | nt | nt | -1 | -0.21 | -0.53 | 1.3 | 6 | 9 | 0% | -0.25 | 1311 | i | -6 | 4.0 | 3.8 | 5.9 | -6.4 | 1064 | i
16 | CCOC(=O)N1CCN(Cc2c(F)cccc2Cl)CC1 | nt | nt | 0.012 | -0.31 | 0.035 | 0.26 | -2 | 1 | 4% | -0.06 | 1500 | i | 1 | 3.8 | 2.8 | 6.0 | 0.9 | 1393 | i
17 | O=S(=O)([N-]c1nc2ccccc2nc1-n1cc[n+](Cc2ccccc2)c1)c1ccc(Cl)cc1 | 5 | 703 | 0.2 | -0.095 | 0.091 | 0.36 | nt | nt | -10% | -0.81 | 1141 | nt | nt | nt | nt | nt | 0.5 | 1241 | i
18 | N=c1cc(C2(O)CCCCC2)n2c(nc3ccccc32)s1 | -2 | 816 | -0.21 | 0.0012 | 0.25 | 1.1 | 30 | 22 | -100% | 0.57 | 835 | i | -19 | 1.2 | 1.8 | 9.8 | -1.0 | 993 | i
19 | CN(C)CCSc1nnc2[nH]c3ccccc3c2n1 | -13 | 560 | 0.52 | -0.21 | 0.73 | -0.73 | -7 | 7 | 20% | 0.16 | 1394 | i | -12 | 2.2 | 2.2 | 6.8 | 2.4 | 960 | i
20 | Nc1ncnc2nc(SCc3ccccc3)[nH]c12 | -3 | 653 | -1.4 | -0.21 | -1.1 | 0.46 | 2 | -18 | 1% | nt | nt | i | -1 | 2.5 | 0.8 | 0.9 | -0.6 | 1046 | i
21 | O=C1NCCn2ccc(=O)cc21 | -4 | 635 | -0.71 | -0.28 | -0.23 | 1 | nt | nt | -12% | -0.2 | 1414 | nt | nt | nt | nt | nt | -2.6 | 1164 | i
22 | CC(=O)N1CCc2cc3nc(C)cc(C)c3cc21 | nt | nt | -0.69 | -0.27 | -0.036 | -0.13 | 1 | 1 | 12% | 0.7 | 1448 | i | 5 | 3.2 | 2.4 | 0.3 | -1.6 | 934 | nt
23 | Cc1ccc(NC(=O)CN(c2ccccc2)S(=O)(=O)N(C)C)cc1C | -22 | 729 | -1 | -0.24 | -0.57 | -0.46 | 18 | 6 | -19% | nt | nt | i | -5 | 2.6 | 1.9 | 5.6 | 0.9 | 992 | i
24 | O=C(O)Cc1ccc(NC(=O)Nc2ccc(Br)cc2)cc1 | 4 | 731 | 0.64 | -0.28 | 0.3 | 0.8 | -7 | 1 | -18% | nt | nt | i | -10 | 1.5 | 1.7 | 5.7 | 0.9 | 891 | i
25 | Cn1c(=NC(=O)COc2ccccc2)sc2cc(F)cc(F)c21 | -2 | 651 | 0.46 | -0.29 | -0.11 | 0.39 | nt | nt | 10% | -0.34 | 1255 | nt | nt | nt | nt | nt | -1.0 | 1158 | i
26 | O=C(C(c1ccccc1)c1ccccc1)N(Cc1ccco1)C1CCS(=O)(=O)C1 (stereo not drawn) | nt | nt | 0.49 | -0.19 | 0.5 | -0.45 | -9 | 6 | -19% | -1.1 | 1369 | i | -3 | 4.9 | 2.7 | 6.5 | -9.4 | 957 | i
27 | O=C(NC1CCN(Cc2ccccc2)CC1)C1CCCN(S(=O)(=O)c2cccc3nonc23)C1 (stereo not drawn) | -3 | 723 | -0.3 | 0.081 | 0.18 | 0.051 | 2 | 7 | 15% | 0.44 | 715 | i | 5 | 1.6 | 1.3 | 12 | 3.1 | 961 | i
28 | COC(=O)c1cc(OC)c(OC)cc1NC(=O)CCCCCN1C(=O)CCC1=O | 15 | 748 | 0.28 | -0.18 | 0.36 | -1.4 | 7 | -9 | -2% | -0.41 | 1284 | i | 1 | 2.1 | 2.0 | 25 | nt | nt | i
29 | CN(C)CCOC(=O)c1cccc(Br)c1 | 4 | 769 | 1.3 | -0.29 | 0.23 | 0.42 | -11 | -10 | 18% | -0.17 | 889 | i | 0 | 1.2 | 1.6 | 11 | nt | nt | i
30 | O=C(Nc1cccs1)Nc1c(F)c(F)cc(F)c1F | -28 | 552 | -1 | -0.29 | -0.85 | 0.68 | -14 | -11 | 2% | -0.57 | 1194 | i | -10 | 3.3 | 2.4 | 5.4 | -0.2 | 1023 | i

# Assay outcomes from PubChem.

# Only part of the results is shown, so the mix of outcomes need not match the whole.
